KDM5B inhibitor: Primary screen for KDM5B Histone Demethylases FDH-coupled qHTS. KDM5B demethylase, FDH-coupled NADH fluorescence (FDH is formaldehyde dehydrogenase). Potency, µM (series often up to 57.7 µM), inactives show at the top dose activity change, negative = inhibition, hits mostly inhibitors. 220,000 tested, 2.6% active. AID 1347165, 2019; active = well fitted inhibition curve with a large enough effect; inconclusive = small, poorly fitted or top-dose-only effect; inactive = no such curve, though single readings can be large or run the other way; note: 0% is about no effect; nearly all actives have a fitted effect of over 70% in size
Target sequence (Q9UGL1 whole entry, looked up): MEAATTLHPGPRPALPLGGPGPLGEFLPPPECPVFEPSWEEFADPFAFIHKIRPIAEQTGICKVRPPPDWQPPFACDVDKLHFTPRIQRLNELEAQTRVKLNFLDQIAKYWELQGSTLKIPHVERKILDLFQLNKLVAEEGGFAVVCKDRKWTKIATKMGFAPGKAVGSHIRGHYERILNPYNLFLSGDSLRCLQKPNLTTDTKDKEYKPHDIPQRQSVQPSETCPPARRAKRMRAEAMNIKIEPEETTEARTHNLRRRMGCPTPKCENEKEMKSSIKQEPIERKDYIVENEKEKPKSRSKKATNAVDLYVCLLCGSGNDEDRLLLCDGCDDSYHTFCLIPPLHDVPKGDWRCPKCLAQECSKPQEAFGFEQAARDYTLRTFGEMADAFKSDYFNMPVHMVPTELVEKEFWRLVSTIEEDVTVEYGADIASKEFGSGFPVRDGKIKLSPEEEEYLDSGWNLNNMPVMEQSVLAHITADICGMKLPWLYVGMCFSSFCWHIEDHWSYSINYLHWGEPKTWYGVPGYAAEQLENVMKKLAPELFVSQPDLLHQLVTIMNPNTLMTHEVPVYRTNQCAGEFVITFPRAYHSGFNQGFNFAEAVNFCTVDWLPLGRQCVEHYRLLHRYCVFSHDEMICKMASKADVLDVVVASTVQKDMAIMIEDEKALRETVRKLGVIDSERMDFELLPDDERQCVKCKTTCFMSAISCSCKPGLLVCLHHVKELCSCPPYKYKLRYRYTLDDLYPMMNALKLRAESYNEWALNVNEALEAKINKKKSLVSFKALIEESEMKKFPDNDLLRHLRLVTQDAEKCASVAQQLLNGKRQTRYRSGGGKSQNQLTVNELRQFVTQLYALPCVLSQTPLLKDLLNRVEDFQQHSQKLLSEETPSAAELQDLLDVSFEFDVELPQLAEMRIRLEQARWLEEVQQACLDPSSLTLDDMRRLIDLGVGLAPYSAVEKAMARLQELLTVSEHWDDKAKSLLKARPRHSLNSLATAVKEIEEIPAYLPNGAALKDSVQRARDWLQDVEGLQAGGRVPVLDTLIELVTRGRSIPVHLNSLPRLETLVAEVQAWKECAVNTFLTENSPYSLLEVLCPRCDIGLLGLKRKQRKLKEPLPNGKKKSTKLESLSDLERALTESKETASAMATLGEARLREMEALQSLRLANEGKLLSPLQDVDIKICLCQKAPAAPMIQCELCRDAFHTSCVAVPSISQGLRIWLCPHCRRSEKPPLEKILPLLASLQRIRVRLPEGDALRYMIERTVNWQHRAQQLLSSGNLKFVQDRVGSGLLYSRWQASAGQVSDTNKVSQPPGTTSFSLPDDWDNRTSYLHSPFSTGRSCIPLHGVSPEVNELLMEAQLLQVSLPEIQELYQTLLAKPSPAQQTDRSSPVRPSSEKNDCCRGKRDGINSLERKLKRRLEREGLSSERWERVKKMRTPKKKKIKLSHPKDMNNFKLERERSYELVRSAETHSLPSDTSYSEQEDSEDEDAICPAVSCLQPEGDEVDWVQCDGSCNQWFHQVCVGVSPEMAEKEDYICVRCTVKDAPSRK
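Compound dilutions met 200 nM (final) KDM5BΔAP for 10 min at room temperature before substrate addition. The substrate mix held 12.5 µM H3K4me3 with cofactors 25 µM α-ketoglutarate and 50 µM Fe²⁺. NADH signal gain over 30 min defined activity.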
Numbers without * were called inactive; u = inconclusive; [ ] = another dose, or the depositor's remark. Potency is the fitted concentration of half-maximal effect.

Sample of the layout, 15 compounds:
KDM5B inhibitor	SMILES
u	CCc1ccc(NC(=O)Nc2cn(C)c(=O)c3ccccc23)cc1
14%	COC(=O)c1cc(OC(=O)C(c2ccccc2)c2ccccc2)cc(C(=O)OC)c1
5%	CCC1(N2CCN(C(=O)c3ccc(F)c(Cl)c3)CC2)CCN(S(C)(=O)=O)C1 (stereo unspecified)
-5%	Cc1ccc(S(=O)(=O)N2CCN(C3CCN(C)C3=O)CC2)cc1C (stereo unspecified)
28µM*	O=C(NCCC1CCCCC1)c1ccc2nccn2c1
13%	O=C(NC1CCCC1)c1cccc(Br)c1
-6%	COc1ccc(Cl)cc1NC(=O)CCc1ncc(-c2ccc(Cl)cc2)o1
14%[86.2 µM]	CCC(CC)C(=O)N1CC[C@H]2NC(=O)N(c3ccc(C(C)C)cc3)C(=O)[C@H]21
u	COc1ccc(/C=N/Nc2nc(-c3cccnc3)nc3ccccc23)cc1OC
6%	CC(C)CC(C(=O)NCC1CCN(Cc2ccc(F)cc2)CC1)N1Cc2ccccc2C1=O (stereo unspecified)
-8%	CCN(C(=O)C(=O)c1c[nH]c2ccccc12)c1ccc(C)c(C)c1
25µM*	Cc1c(-c2ccccc2F)[nH]c2ccc(CNC(=O)CCN3CCCO3)cc12
u	Cc1cc(C(=O)N[C@@H]2CN(Cc3ccccn3)C[C@H]2CN(C)C)n[nH]1
-9%[149 µM]	O=C1NCc2ccccc2CC12CCN(Cc1ccc(Cl)cc1)C2 (stereo unspecified)
-14%	CCCC(=O)NC1CCN(c2ccc(F)cc2)C1=O (stereo unspecified)

This part in full, previewed entries included:
KDM5B inhibitor	SMILES
u	CCc1ccc(NC(=O)Nc2cn(C)c(=O)c3ccccc23)cc1
14%	COC(=O)c1cc(OC(=O)C(c2ccccc2)c2ccccc2)cc(C(=O)OC)c1
5%	CCC1(N2CCN(C(=O)c3ccc(F)c(Cl)c3)CC2)CCN(S(C)(=O)=O)C1 (stereo unspecified)
-5%	Cc1ccc(S(=O)(=O)N2CCN(C3CCN(C)C3=O)CC2)cc1C (stereo unspecified)
28µM*	O=C(NCCC1CCCCC1)c1ccc2nccn2c1
13%	O=C(NC1CCCC1)c1cccc(Br)c1
-6%	COc1ccc(Cl)cc1NC(=O)CCc1ncc(-c2ccc(Cl)cc2)o1
14%[86.2 µM]	CCC(CC)C(=O)N1CC[C@H]2NC(=O)N(c3ccc(C(C)C)cc3)C(=O)[C@H]21
u	COc1ccc(/C=N/Nc2nc(-c3cccnc3)nc3ccccc23)cc1OC
6%	CC(C)CC(C(=O)NCC1CCN(Cc2ccc(F)cc2)CC1)N1Cc2ccccc2C1=O (stereo unspecified)
-8%	CCN(C(=O)C(=O)c1c[nH]c2ccccc12)c1ccc(C)c(C)c1
25µM*	Cc1c(-c2ccccc2F)[nH]c2ccc(CNC(=O)CCN3CCCO3)cc12
u	Cc1cc(C(=O)N[C@@H]2CN(Cc3ccccn3)C[C@H]2CN(C)C)n[nH]1
-9%[149 µM]	O=C1NCc2ccccc2CC12CCN(Cc1ccc(Cl)cc1)C2 (stereo unspecified)
-14%	CCCC(=O)NC1CCN(c2ccc(F)cc2)C1=O (stereo unspecified)
-13%	Cc1cc(=O)n(CC(=O)Nc2cccc(C(F)(F)F)c2)c(N2CCOCC2)n1
u	COc1ccc(C(=O)Nc2ccc(S(=O)(=O)N(C)c3ccccc3)cc2)cc1
-27%	c1ccc(CCc2nnc(CC3CCCCC3)s2)cc1
7%	N#Cc1nc(COc2ccccc2)oc1N1CCC(Cc2ccccc2)CC1
-45%[115 µM]	NCC(=O)N1Cc2ccccc2CC2(CCCCN2CC2CCCC2)C1 (stereo unspecified)
28µM*	COCCn1ccc2c(C3=CCOCC3)nc(-c3cccc4[nH]ncc34)cc21
-19%	Cc1nc2c(oc3ccccc32)c(C)c1C(=O)c1ccc(Cl)cc1
u	Cc1ccc(-c2nc(-c3nnn4c3COC(c3ccccc3Cl)C4)no2)cc1 (stereo unspecified)
-17%	CCN1C(=O)Cc2cc(C(=O)NCc3ccc(F)cc3Cl)ccc21
-7%	COc1ccc(-c2cc(C(=O)N3CCN(C(=O)c4ccc(Br)o4)CC3)[nH]n2)cc1
4%[86.2 µM]	COCC(=O)N1CCCc2nc(C)nc(-c3ccc(O)cc3)c2C1
u	COc1cccc(C(=O)N2CCC(N3C[C@H](O)C[C@H]3C(=O)N3CCN(c4ncccn4)CC3)CC2)c1
-22%	COCCN1CCN(C[C@@H]2C=C(C)[C@H](Cc3nnc(-c4cccnc4)o3)C[C@H]2C(C)C)CC1
6%	COc1ccc(N(Cc2cc(CN3CCOCC3)cs2)S(=O)(=O)c2c(C)noc2C)cc1
28µM*	O=C(NCc1nnc2cc(-c3nc(C4CC4)no3)ccn12)c1ccc(F)c(F)c1
26%	O=C(NCc1ccncc1)C(=O)NCC1OCCCN1S(=O)(=O)c1cc(F)ccc1F (stereo unspecified)
-19%	CS(=O)(=O)N1CCCN(Cc2cn[nH]c2-c2cccs2)CCNC(=O)CC1c1ccccc1 (stereo unspecified)
-2%	COCCOCC(=O)N1CCCCCCNC(=O)[C@@H]2C[C@@H](c3nc(-c4cccnc4)no3)C[C@@H]21
10%	CCc1c(C#N)sc(C(N)=O)c1CC
-11%	Cc1ccc(-n2nc3c(N4CCC(C(=O)N5CCC(C)CC5)CC4)nnc(C)c3c2C)cc1
u	Cc1ccc(C(=O)N2CCN(c3ccc(NC(=O)c4cc(C)cc(C)c4)cc3)CC2)cc1
u	COc1ccc(-c2cn3cccnc3n2)cc1NC(=O)c1ccccc1C(F)(F)F
-4%	Cc1ccc(CN2CCN(Cc3ccc(OCCO)cc3)CC2CCO)o1 (stereo unspecified)
u	Cn1cccc1-c1nc(-c2nnn3c2COC(c2ccccc2Cl)C3)no1 (stereo unspecified)
14%	O=C(c1cn2ccccc2n1)N1CCN(c2cccc(Cl)c2)CC1
u	NC(=S)N/N=C/c1cccc(Cl)c1Cl
-5%	O=C(c1ccncc1)N(CCc1ccccc1)Cc1cccs1
12%[149 µM]	Cc1noc(C)c1[S+](=O)([O-])N1CC2(C1)C(=O)Nc1ccccc12
-20%[149 µM]	O=C(NC1CC1)c1cc(C2CC2)nc2c1c(C1CCCN1)nn2-c1ccccc1 (stereo unspecified)
2%	O=C1CCN(S(=O)(=O)c2cccc3cccnc23)CCCC(CO)CCN1 (stereo unspecified)
-33%	COc1ccc(C(=O)N2CCN(c3nc4nc(C)ccc4o3)CC2)cc1
-14%	CC(C)N1CCC(OCCCNC(=O)CN2CCCc3nc(C4CC4)ncc3C2=O)CC1
-1%	COC(=O)C(C)Oc1ccc2c(=O)c(-c3ccccc3OC)c(C(F)(F)F)oc2c1 (stereo unspecified)
-28%	CN(Cc1ccccc1)C(=O)C1CCN(Cc2cccc3ccccc23)CC1
u	CN(C)C[C@@H]1CN(Cc2ccccc2)C[C@H]1NC(=O)c1cc(C2CC2)[nH]n1
13%	CN1C(=O)CC(C(=O)O)C12CCN(Cc1cccc(C(=O)O)n1)CC2 (stereo unspecified)
-2%	Cc1ccc(C)c(S(=O)(=O)Nc2cccc3cccnc23)c1
15%	O=C(NC(CO)C(=O)O)OCc1ccccc1 (stereo unspecified)
-10%	CCn1c(C)c(C(C)=O)c2cc(OCC(O)CN3CCCCCC3)ccc21 (stereo unspecified)
u	Cc1ccc(Cl)cc1NC(c1ccc(F)cc1)c1nnc(-c2ccccc2)o1 (stereo unspecified)
3%[86.2 µM]	Cc1cccc(OC[C@H]2C[C@@H](NC(=O)C3CCCC3)[C@H](O)[C@@H]2O)n1
-19%	CC(OC(=O)c1cc(-c2ccncc2)nc2ccccc12)C(N)=O (stereo unspecified)
-5%	CCOc1cccc(CNC(=O)c2c(OCC(C)C)cc(=O)n3c2CCCCC3)c1
21%	Cc1ccccc1C(=O)N/N=C/c1sccc1C
4%	O=C(CCc1cccs1)Nc1nc(-c2ccc(Cl)cc2)cs1

New compounds follow
KDM5B inhibitor	SMILES
u	Cc1cc(-c2nn3c(-c4ccccn4)nnc3s2)c2ccccc2n1
7%	CCC(C)NC(=O)Cn1c(=O)c2c(C(=O)OC)cc(C)nc2n(-c2ccccc2)c1=O (stereo unspecified)
u	C#Cc1cccc(NC(=O)c2nccnc2N)c1
-31%	CN1CCN([C@H]2CCN(C(=O)c3ccc(C#N)nc3)C[C@H]2CCCO)CC1
9%	CC(=O)Nc1ccc(S(=O)(=O)NC2(C(F)(F)F)NC(=O)N(c3ccc(Cl)cc3)C2=O)cc1 (stereo unspecified)
14%	CCCNC(=O)NC(=O)CN(Cc1ccc(C(F)(F)F)cc1)C1CC1
4%	C/C=C/c1ccc(OCC(=O)NNC(=O)CN(C)S(=O)(=O)c2ccc(C)cc2)c(OC)c1
-19%	Cc1ccc(CN2C[C@@H](NC(=O)c3cccnc3)C[C@H]2CO)s1
8%	COc1cc(C(=O)Nc2ccc3oc(C)nc3c2)cc(OC)c1C
3%	CC[N+](C)(CC#CC(O)(c1ccccc1)C1CCCC1)C(C)C (stereo unspecified)
8%	CC(C)c1nc2cc(NC(=O)c3ccc(=O)[nH]c3)ccc2o1
u	COc1ccc(-c2cn3c(n2)sc2cc(C(=O)NCCCN4CCN(C)CC4)ccc23)cc1
-9%	c1cn2c(NC3CCCC3)c(-c3ccc(N4CCOCC4)cc3)nc2cn1
-13%	CC(Cc1cnccn1)NC(=O)c1csc2nc(-c3cccc(C(F)(F)F)c3)cn12 (stereo unspecified)
8%	CC(NC(=O)Cc1ccc(S(=O)(=O)N2CCOCC2)s1)c1ccc(Cl)cc1Cl (stereo unspecified)
-17%	COc1ccccc1CCC(=O)N1CCC(Cc2nncn2C)CC1
-27%[86.2 µM]	CC(C)(C)CC(=O)N1CC[C@@H](CC(=O)O)[C@@H](CCN2CCC[C@H]2C(N)=O)C1
-19%	COC(=O)c1cccc(N2C(=O)C(=O)/C(=C(/O)c3ccccc3)C2c2ccc(NC(C)=O)cc2)c1 (stereo unspecified)
0%	COc1ccc(NC(=O)C(NS(=O)(=O)c2cccc3nsnc23)c2ccccc2)cc1 (stereo unspecified)
-10%	Cc1cccc(C(=O)Nc2nn3c(-c4cccc(C)c4)nnc3s2)c1
13%	COC(=O)[C@H](Cc1ccc(OC)cc1)NC(=O)[C@@H]1CN(C(=O)c2cccc(F)c2)CCN1C(=O)N1CCOCC1
-17%	Cn1nc(C(=O)NCC(C)(c2ccccc2)c2ccccc2)c2ccccc2c1=O
9%	COC(=O)C1=C(N)OC2=C(C(=O)CC(c3ccccc3)C2)C1c1ccc(C)cc1 (stereo unspecified)
-8%	CCOc1ccc(NC(=O)C2(c3cccs3)CCOCC2)cc1
19%	Cc1noc([C@@H]2CN(Cc3c(C)n[nH]c3C)C[C@H]2CO)n1
u	COc1ccccc1C(=O)Nc1ccc2c(c1)CN(Cc1ccc(F)cc1)C(=O)C(C)O2 (stereo unspecified)
-17%	O=C(Nc1cccc(Br)c1)c1csc2c1CCCC2
u	Cc1ccc(Nc2ncnc3c2cnn3-c2ccc(C)cc2)cc1
-10%	CCc1ccc(N2CC(c3noc(C4(c5ccc(OC)cc5)CC4)n3)CC2=O)cc1 (stereo unspecified)
-17%	CCc1cc(=O)oc2cc(OCC(=O)NCc3cccnc3)c(Cl)cc12

Another view of some results above.
structure	KDM5B inhibitor
Cc1noc([C@@H]2CN(Cc3c(C)n[nH]c3C)C[C@H]2CO)n1	19%
Cc1cccc(C(=O)Nc2nn3c(-c4cccc(C)c4)nnc3s2)c1	-10%

Additional results:
KDM5B inhibitor	SMILES
-15%	CCn1cc(C(=O)NCCc2ccc(Cl)cc2)c(=O)c2cc(S(=O)(=O)N3CCC(C)CC3)ccc21
4%	CC(C)CCN1CCCC(COc2ccccc2C(=O)NC2CC2)C1 (stereo unspecified)
-5%[86.2 µM]	Cc1onc(-c2cnn(C)c2NCCc2ccccc2)c1C(=O)N1CCN(C)C(=O)C1
u	O=C(NC1CCN(c2cc(-c3ccc(F)cc3)[nH]n2)CC1)c1ccc2[nH]ccc2c1
14%	CCCCOC(=O)c1nc2ccccc2nc1NCc1ccccc1OC
u	COc1cc(/C=C(/C#N)c2nc3ccccc3[nH]2)cc(Cl)c1OC(C)C
-2%	O=C(CN1C(=O)c2ccccc2C1=O)Nc1cccc2cccnc12
-7%	Cc1nc(C2CCN(C(=O)CNC(N)=O)CC2)cc(N2CCOCC2)n1
12%	Nc1nc(Cl)nc(Nc2ccccc2)c1[N+](=O)[O-]
-14%	COc1cc(Cl)c(C)cc1Nc1c2c(nc3ccccc13)CCC2
3%	CCc1ccc(C(CNC(=O)c2nn(C)c(=O)c3ccccc23)N(C)C)cc1 (stereo unspecified)
u	COc1cc2cc(CNc3ccccc3)c(=O)n(CC(=O)Nc3ccc(C)c(Cl)c3)c2cc1OC
-12%	COc1ccc(C(=O)CSc2c(C(C)C)cnc3c2c(=O)n(C)c(=O)n3C)cc1
-1%	O=C(CNc1nc(Cl)nc2nc[nH]c12)NC1CC1
u	CCOC(=O)c1ccc(NC(=O)c2cnn3c(=O)c4c(n(CC)c23)CCN(Cc2ccc(OC)cc2)C4)cc1
-23%[115 µM]	CCN1CCCC12Cc1ccccc1CN([S+](=O)([O-])c1ccccc1)C2 (stereo unspecified)
u	CC(C)c1ccc2oc(-c3ccc(NC(=O)c4cccc(Br)c4)cc3)nc2c1
-1%	O=C(Cn1nc2c(cc1=O)CCCCC2)N1CCN(CCc2ccncc2)CC1
6%	CCCSc1nnc(CNS(=O)(=O)c2ccc(C)cc2)n1C
4%	CCNc1c(NC(=O)Nc2ccccc2Br)c(=O)oc2ccccc12
27%	Cc1cc(Cl)c(Cl)cc1S(=O)(=O)Nc1ccccn1
-16%[86.2 µM]	COC(=O)c1ccc(-c2noc(C[C@@H]3O[C@H](CNS(C)(=O)=O)[C@@H](O)[C@H]3O)n2)cc1
11%	CC(=O)CCc1ccc(OCC(O)CNC(C)(C)CO)cc1 (stereo unspecified)

Only part of the results is shown. The share of hits here may be higher or lower than overall.
